PAFAH1B2 inh = PAFAH1B2 enzyme inhibitors, primary screen, biochemical, fluorescence polarization, human | AID 492953, 2010 | 340,000 tested, 1.2% active | recombinant PAFAH1B2, FP-rhodamine activity probe | inhibition, % at 3.39 µM;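 active means inhibition above the mean of all tested compounds plus 3 SD, cut at about 24% in these data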;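 further: 0% = enzyme with DMSO and 100% = wells lacking PAFAH1B2; many of its hits are not listed in these tables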
Target sequence (P68402 whole entry, looked up): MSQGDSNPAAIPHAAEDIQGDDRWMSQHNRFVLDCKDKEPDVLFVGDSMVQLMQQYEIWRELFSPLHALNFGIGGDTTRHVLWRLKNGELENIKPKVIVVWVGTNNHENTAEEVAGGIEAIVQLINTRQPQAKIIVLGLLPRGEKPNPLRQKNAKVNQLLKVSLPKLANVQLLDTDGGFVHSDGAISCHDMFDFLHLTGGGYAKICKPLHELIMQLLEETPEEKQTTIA
PAD4 inh = human PAD4 inhibitors, primary screen, biochemical, fluorescence polarization, 1536-well format. Protein-arginine deiminase type-4 (Homo sapiens), Q9UM07. recombinant PAD4, RCA probe fluorescence polarization. inhibition, % at 6.36 µM. 330,000 tested, 0.41% active;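 active means percent inhibition above a cutoff equal to the mean of all tested compounds plus 3 SD, cut at about 15% in these data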;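 further: 0% = PAD4 with RCA probe and DMSO and 100% = probe without PAD4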
PME-1 primary = PME-1 inhibitors via competitive probe labeling, primary screen, biochemical, fluorescence polarization, FP-Rh probe, HTS; recombinant PME-1; inhibition, % at 5.9 µM; 320,000 tested, 0.53% active; AID 2130, 2009;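 active means inhibition above the campaign mean of all compounds plus 3 SD, cut at about 26% in these data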;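 further: competitive labeling of PME-1 active site by serine hydrolase directed probe; 0% = PME-1 with DMSO and 100% = wells lacking PME-1 enzyme; inhibitors block probe labeling so polarization falls and inhibition rises; many of its hits are not listed in these tables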
PAFAH2 FP inh = PAFAH2 enzyme inhibitors, primary screen, biochemical, fluorescence polarization, human; inhibition, % at 3.39 µM; recombinant PAFAH2, FP-rhodamine activity probe; 340,000 tested, 0.99% active; Platelet-activating factor acetylhydrolase 2, cytoplasmic (Homo sapiens), Q99487;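 active means inhibition above the mean over all tested compounds plus 3 SD, cut at about 30% in these data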;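 further: inhibitors block probe labeling of enzyme so polarization drops; 0% = enzyme with DMSO and 100% = wells lacking PAFAH2 protein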
LYPLA1 inh = LYPLA1 inhibitors, primary screen, counter-screen for PME1 inhibitor project, biochemical, fluorescence polarization, FP-Rh probe ABPP | Acyl-protein thioesterase 1 (Homo sapiens), O75608 | recombinant LYPLA1 | inhibition, % at 5.9 µM | 320,000 tested, 0.16% active | AID 2174, 2009;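 active means inhibition above the mean of all tested compounds plus 3 SD, set per campaign, cut at about 14% in these data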;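 further: inhibitors block serine hydrolase probe labeling of LYPLA1 so polarization falls; 0% = enzyme with DMSO and 100% = wells lacking LYPLA1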
Target sequence (O75608 whole entry, looked up): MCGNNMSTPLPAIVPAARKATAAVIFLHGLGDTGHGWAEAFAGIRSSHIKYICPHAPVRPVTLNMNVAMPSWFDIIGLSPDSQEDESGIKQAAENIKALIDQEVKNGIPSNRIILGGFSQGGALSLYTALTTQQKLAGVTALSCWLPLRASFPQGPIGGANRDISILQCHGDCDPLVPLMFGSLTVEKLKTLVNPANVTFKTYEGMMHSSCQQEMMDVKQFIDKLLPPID
GSTO1 inh = inhibitors of recombinant GSTO1, primary screen, counter-screen for RBBP9 inhibitor project, biochemical, fluorescence polarization; 300,000 tested, 1.1% active; Glutathione S-transferase omega-1 (Homo sapiens), P78417; inhibition, % at 5.96 µM; AID 1974, 2009; activity-based probe fluorescence polarization;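 active means inhibition above the campaign mean inhibition plus 3 SD, cut at about 35% in these data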;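 further: 0% = GSTO1-1 with DMSO and 100% = wells lacking GSTO1-1 enzyme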
Target sequence (P78417 whole entry, looked up): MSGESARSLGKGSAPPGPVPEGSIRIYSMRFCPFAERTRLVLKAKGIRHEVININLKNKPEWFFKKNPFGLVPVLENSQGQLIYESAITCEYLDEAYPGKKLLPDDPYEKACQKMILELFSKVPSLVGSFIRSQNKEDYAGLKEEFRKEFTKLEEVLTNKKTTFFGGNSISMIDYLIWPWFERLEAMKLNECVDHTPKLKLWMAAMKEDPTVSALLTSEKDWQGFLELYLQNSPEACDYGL
PAFAH1B3 FP inh = PAFAH1B3 enzyme inhibitors, primary screen, biochemical, fluorescence polarization, human | Platelet-activating factor acetylhydrolase IB subunit alpha1 (Homo sapiens), Q15102 | recombinant PAFAH1B3, FP-rhodamine probe | inhibition, % at 3.39 µM | 340,000 tested, 0.28% active | AID 492972, 2010;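 active means inhibition above the screen-wide average of all tested compounds plus 3 SD, cut at about 25% in these data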;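 further: 0% = enzyme with DMSO only and 100% = wells lacking PAFAH1B3 protein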
Target sequence (Q15102 whole entry, looked up): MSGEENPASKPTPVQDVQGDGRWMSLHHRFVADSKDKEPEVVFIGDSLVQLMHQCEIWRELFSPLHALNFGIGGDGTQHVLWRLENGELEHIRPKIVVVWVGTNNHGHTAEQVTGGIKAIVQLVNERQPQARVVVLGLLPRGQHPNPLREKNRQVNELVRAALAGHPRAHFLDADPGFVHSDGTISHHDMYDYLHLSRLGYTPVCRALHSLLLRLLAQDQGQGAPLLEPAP
pPAFAH FP inh = pPAFAH enzyme inhibitors, primary screen, biochemical, fluorescence polarization, human; Platelet-activating factor acetylhydrolase (Homo sapiens), Q13093; recombinant pPAFAH, FP-rhodamine probe fluorescence polarization; inhibition, % at 3.39 µM; 330,000 tested, 1.5% active; AID 463082, 2010;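 active means inhibition above the mean inhibition across the screen plus 3 SD, cut at about 25% in these data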;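 further: inhibitors block binding of the rhodamine activity-based probe so polarization drops; 0% = enzyme with DMSO and 100% = wells lacking pPAFAH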
LYPLA2 inh = LYPLA2 inhibitors, primary screen, counter-screen for PME1 inhibitor project, biochemical, fluorescence polarization, FP-Rh probe ABPP; Acyl-protein thioesterase 2 (Homo sapiens), O95372; recombinant LYPLA2; inhibition, % at 5.9 µM; 320,000 tested, 0.38% active;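 active means inhibition above the screen-wide mean plus 3 SD, limit set per campaign, cut at about 26% in these data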;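 further: 0% = LYPLA2 with DMSO and 100% = wells lacking LYPLA2 enzyme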
Numbers without * were called inactive; nt = no result given.

No.	smiles	PME-1 primary	LYPLA2 inh	PAD4 inh	LYPLA1 inh	PAFAH1B3 FP inh	pPAFAH FP inh	PAFAH2 FP inh	PAFAH1B2 inh	GSTO1 inh
1	N#C/C(=C(/O)CSc1ccccn1)c1nc2ccccc2s1	-2.1	-4.8	-44.1	-2.8	6.2	-5.6	6.2	7.1	19.9
2	O=C(/C=C/c1ccc(F)cc1)N1CCCc2ccccc21	-3.8	8.2	-4.2	0.2	20.1	15.8	3.3	2.1	6.4
3	CCCCN(C(=O)CSc1nnnn1-c1ccccc1OC)C1CCS(=O)(=O)C1 (stereo not given)	-4.5	-2.0	-1.5	-0.4	0.1	-13.1	6.6	0.5	12.5
4	COc1ccc(C2CC(O)(c3ccccc3)Oc3cc(OC)ccc32)cc1 (stereo not given)	-1.9	-3.3	1.5	-1.9	4.0	1.6	1.8	0.5	2.6
5	COc1ccc(C(=O)Oc2c(OC)cc(C(=S)N3CCOCC3)cc2OC)cc1	-2.3	2.9	-0.7	-0.8	8.1	2.9	-2.1	-0.8	-0.4
6	COc1ccc(C(=O)OCC(=O)Nc2c(C)cccc2C)cc1	-5.2	-3.8	1.4	-0.4	1.8	8.2	67.4*	0.3	-1.3
7	O=C(NCC(c1cccnc1)N1CCOCC1)C1CCCCC1 (stereo not given)	-0.6	-2.0	-3.7	-2.2	-4.2	1.4	0.8	-0.1	3.1
8	Cc1nc(CN2CCN(Cc3nc(C(c4ccccc4)c4ccccc4)no3)CC2)cs1	-3.7	-6.1	-5.8	-0.9	nt	5.3	nt	nt	-1.0
9	O=C(CSCc1ccc(Br)cc1)Nc1ccc(S(=O)(=O)N2CCOCC2)cc1	-5.5	1.5	1.5	0.1	-0.1	2.1	1.7	13.6	3.2
10	Cc1nc(-c2cccc(NS(=O)(=O)c3cccc4ccccc34)c2)cs1	-4.4	-16.6	-3.4	-19.4	-4.0	-6.7	-14.5	-1.4	-3.9
11	CCOc1ccc(CNC(=O)CCS(=O)(=O)c2ccc3c(c2)oc(=O)n3C)cc1	3.7	-1.4	4.9	-2.9	1.1	5.0	0.2	-5.4	-7.1
12	O=S(=O)(C/C(=C/CO)S(=O)(=O)c1ccccc1)c1ccccc1	-3.7	-2.6	6.9	0.0	1.4	-0.2	1.1	3.0	-7.2
13	CC1(C)Cc2c(sc3c2C2=NCCN2C=N3)CO1	-4.3	2.4	5.2	0.1	4.7	5.5	4.0	-0.1	11.1
14	CCOc1ccc(NC(=O)c2ccc(NS(=O)(=O)c3cccs3)cc2)cc1	-9.9	-7.7	1.6	-4.9	-2.3	6.0	10.7	0.3	17.5
15	C=CCNC(=S)Nc1ccc(N(C)C)cc1	-2.4	4.3	2.9	4.8	3.3	3.5	-7.7	1.8	25.6
16	Cc1nn(C)c(Cl)c1C(=O)NCC(=O)NCc1ccccc1	1.7	3.9	-4.0	-2.1	1.6	3.6	-1.4	0.4	11.7
17	COc1ccc(Cc2nc3ccccc3[nH]c2=O)cc1	-14.6	2.1	2.2	-0.7	14.4	3.8	3.5	3.4	-2.1
18	Cc1cc(-c2nn3c(-c4ccccc4)nnc3s2)c2ccccc2n1	9.6	-2.0	-0.6	0.7	-4.9	12.6	13.8	-1.0	-13.1
19	O=C(c1cncc(Br)c1)N1CCN(c2ccc(N3CCOCC3)nn2)CC1	-2.0	-5.5	0.5	-3.7	3.1	2.4	-13.1	-1.0	3.1
20	CC(C)(C)C(=O)NC(=S)Nc1cc(C(=O)O)ccc1Cl	-1.6	6.6	4.2	0.7	3.6	5.2	9.7	5.4	-3.4
21	CCC(C)(C)C1CCC(=NNC(=O)c2ccc(Br)o2)CC1 (stereo not given)	4.4	-0.9	-2.8	-3.2	4.9	0.1	-4.9	2.6	0.4
22	Cc1nn(Cc2ccc(Cl)cc2Cl)c(C)c1NC(=O)c1sc2ccccc2c1Cl	4.4	-5.8	1.5	-0.7	4.5	0.0	6.1	3.7	7.6
23	CC[C@]1(C(=O)OC)[C@H]2C(=O)N(Cc3ccccc3)C(=O)[C@H]2[C@H]2CN=C(SCc3ccccc3)N21	nt	nt	3.6	nt	4.9	2.1	3.9	2.4	nt
24	Cc1cccc(C)c1NC(=O)C1(N(Cc2ccco2)C(=O)Cn2nnnc2N)CCCCC1	5.2	4.6	-0.3	-0.3	7.8	2.8	3.5	1.0	-4.4
25	COC(=O)c1ccccc1NC(=S)NC(=O)c1ccccc1F	-1.2	0.9	5.1	-3.7	9.4	3.2	-2.3	1.7	2.4
26	Cc1ccc(Nc2nc(N3CCOCC3)c3ccccc3n2)cc1	-2.2	6.4	0.5	1.7	1.8	9.3	3.2	2.1	4.7
27	Cc1cc(C)c2cc(CNC3CCCC3)c(Cl)nc2c1	-0.9	0.9	-0.6	3.0	-0.7	2.1	-10.2	0.1	-0.8
28	Cn1cnnc1-c1cccc(NC(=O)c2cc(F)c(F)cc2Cl)c1	-10.7	-7.6	5.3	-0.7	1.9	-1.8	0.9	1.4	8.8
29	Cc1ccc(N2C(=O)N(CC(=O)N3CCCc4ccccc43)C(=O)C2C)cc1 (stereo not given)	3.1	2.4	-3.6	0.0	5.4	0.0	-3.7	-4.0	1.4
30	CC1SCC(NC(=O)c2ccccc2Cl)CS1 (stereo not given)	1.1	10.9	2.3	6.8	nt	3.7	nt	nt	-5.2
31	Cc1nc(SC(C)C(=O)NC2CCCCC2C)c2c(C)c(C)sc2n1 (stereo not given)	-2.3	-1.8	-1.8	-3.4	1.5	3.5	-1.7	-0.9	-6.0
32	Cc1ccc(C(=O)OCC(=O)NCc2ccc(F)cc2)o1	-2.6	2.3	1.9	-0.9	1.1	3.0	27.2	-5.6	nt
33	CCCC(=O)Nc1ccc(C(=O)NN=C(C2CC2)C2CC2)cc1	-0.7	-3.0	-1.0	-2.0	11.6	5.8	3.8	6.9	6.1
34	Cc1ccc(NC(=O)CN(C)C(=O)CSc2nnc(C)s2)cc1	nt	nt	-2.5	nt	3.9	-4.6	1.4	2.0	nt
35	CCN1CCN(CC(=O)c2c[nH]c3ccc(C)cc23)CC1	-1.0	-5.6	1.9	0.3	7.1	-0.5	-5.6	0.2	-0.2
36	COc1cc2cc(C#N)c(SCC(=O)Nc3cc(C)on3)nc2cc1OC	0.7	3.9	-9.0	4.8	-1.4	5.7	-1.8	-0.6	4.7
37	COc1ccc(/C=N/Nc2cn[nH]c(=O)c2Cl)cc1	-8.5	2.2	-13.7	6.5	-3.7	-9.5	-7.2	3.1	-2.0
38	COc1ccc(-c2oc(=O)c3cc(OC)c(OC)cc3c2-c2cc(F)cc(OC)c2)cc1	-2.7	-0.7	1.9	-0.1	-3.0	6.9	0.6	-1.3	nt
39	CC(C)[C@H](NC(=O)c1ccccc1F)C(=O)NNC(=O)c1cccs1	nt	nt	6.8	nt	7.1	2.2	6.1	9.1	nt
40	COC(=O)CNC(=O)C(Cc1c[nH]c2ccccc12)NC(=O)Oc1ccccc1 (stereo not given)	-2.7	8.0	1.3	1.2	8.9	-0.5	3.0	3.2	7.7
41	CCCn1c(=S)[nH]c2cc(C(=O)NCC3CCCO3)ccc2c1=O (stereo not given)	-2.6	-1.5	-1.6	1.2	5.6	3.2	-2.0	-2.0	7.8
42	O=C(Cc1ccccc1)NC1(Cc2ccc(O)cc2)CCCCC1	2.6	-5.2	-3.5	3.4	1.2	-0.6	-9.3	6.6	7.0
43	CC(C)C(NC(=O)c1ccccc1Cl)C(=O)OCc1nc2scc(-c3ccccc3Cl)c2c(=O)[nH]1 (stereo not given)	-7.1	-16.1	-2.2	-8.2	2.4	0.9	-5.7	-6.5	-6.6
44	CCCNC(=O)c1ccc(-c2nc3ccccc3s2)s1	-4.9	-5.3	-0.9	-3.2	6.7	6.3	-2.4	-0.1	-11.7
45	CCCCN(CCCNC(=O)C1CCN(S(=O)(=O)N2CCOCC2)CC1)c1ccccc1	4.0	-3.7	1.9	-0.3	-5.4	28.2*	2.1	1.5	-1.2
46	Cc1ccc(C(=O)N2CCN(c3ccccc3Cl)CC2)cc1[N+](=O)[O-]	10.7	3.2	-0.9	1.2	3.6	3.3	-5.1	-5.0	6.6
47	O=C(O)c1ccccc1OC(C(=O)Nc1cc(Cl)cc(Cl)c1)c1ccccc1 (stereo not given)	-3.5	2.5	-1.5	5.4	-8.9	-0.3	3.6	-0.8	-2.1
48	O=C(c1[nH]ncc1[N+](=O)[O-])N1CCOCC1	2.9	9.1	-1.5	2.7	-1.6	-0.1	8.6	-2.0	1.0
49	COc1ccc(C(=O)NC2CCN(C(=S)NCc3ccco3)CC2)cc1	-2.2	0.5	-4.6	1.1	1.6	-1.0	-0.5	7.4	-1.3
50	COc1ccc(CNC(=O)CCCn2nc(C)c([N+](=O)[O-])c2C)cc1	0.7	6.6	0.0	4.1	-0.4	-0.1	0.0	0.4	6.2

Carrying on.
No.	smiles	PME-1 primary	LYPLA2 inh	PAD4 inh	LYPLA1 inh	PAFAH1B3 FP inh	pPAFAH FP inh	PAFAH2 FP inh	PAFAH1B2 inh	GSTO1 inh
51	COc1ccc(S(=O)(=O)N(C)c2ccc(OC(=O)C(C)Oc3ccc(F)cc3)cc2)cc1 (stereo not given)	-3.6	9.1	1.3	4.8	9.5	10.5	0.3	9.6	1.0
52	CSCCC(NC(=O)COc1ccccc1)C(=O)N1CCC(C(N)=O)CC1 (stereo not given)	-0.1	-4.4	-3.2	-1.5	4.3	-3.0	4.3	-1.1	nt
53	CNc1nc(SCc2ccccc2Cl)nc2c1CCCC2	-6.4	6.4	-2.1	-6.8	5.7	1.8	10.6	-1.6	-8.7
54	CCOC(=O)c1cc(-c2ccccc2)sc1NC(=S)Nc1cccc(C)n1	0.1	-1.0	-5.2	1.0	-0.2	1.7	4.5	4.6	0.2
55	O=C(C1CCCN(S(=O)(=O)c2cnc[nH]2)C1)N(CCc1ccccc1)Cc1ccccc1 (stereo not given)	2.6	2.9	-0.1	0.4	9.2	3.1	3.5	-0.4	7.2
56	CCOc1ccc(S(=O)(=O)N2CCN(S(=O)(=O)c3ccc(C(C)=O)cc3)CC2)cc1	-3.7	0.4	-3.5	-4.1	-3.3	2.4	2.6	5.0	5.0
57	CCC(C)(C)NC(=O)C(C)OC(=O)c1nsc(Cl)c1Cl (stereo not given)	3.8	-3.6	2.9	-1.6	2.5	1.5	3.1	-3.3	1.9
58	O=C(O)c1cnn2c(-c3ccc(F)cc3)ccnc12	-0.1	-4.9	-1.3	1.7	-0.8	5.0	-8.3	-0.9	4.5

The list is partial; the hit share may differ from the screen's.
